# Screens deposited in PubChem by Broad Institute.
# FN deposition inh: fibronectin deposition inhibition; hit rate 0.086% among 350,000; inhibition, % at 12.6 µM; AID 743247; AH1F fibroblasts, Alexa488-fibronectin deposition fluorescence, overnight;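 active = mean inhibition across replicates of 30% or more, regardless of how many single replicates reach that level; inconclusive = mean under 30% yet at least half of replicates reach 30%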;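 note: positive control wells lacked labelled fibronectin entirely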
#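 Test system: AH1F fibroblast monolayer depositing Alexa488-labelled fibronectin into matrix. Input: 10000 cells per well. Technique: fluorescence, ex 485 nm, em 525 nm. Buffer or medium: DMEM plus 2% serum, read in PBS. Timing: 1 h cell adhesion before compound, then overnight fibronectin incubation. Compound: single dose, pinned. Read-out basis: inhibition from reduced deposited-fibronectin fluorescence.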
# PglD inh: inhibitors of Campylobacter jejuni PglD acetyltransferase | purified PglD enzyme, DTNB colorimetric CoA detection | inhibition, % at 12.5 µM | hit rate 0.098% among 360,000 | AID 602405; in the data active = inhibition above about 16%, passing the limit was not always enough; inconclusive = no clear call, values can overlap the other calls; note: strong numbers were not always called active
# Cneo AK release: Cryptococcus neoformans lysis via adenylate kinase release | C. neoformans lysis, adenylate kinase release luminescence, 4 h; normalised: neutral wells 0, clomiphene wells 100 | lysis activity, % at 15 µM | hit rate 0.2% among 360,000 | AID 651654;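 active = mean lysis activity across replicates of at least 80%, whatever share of replicates individually reach that level; inactive = mean lysis activity below 80%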
#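 Test system: log-phase Cryptococcus neoformans yeast cells; Quantity: yeast cell density of 5 × 10^6 cells/mL; Buffer or medium: YPD; Doses: single compound concentration per well; Timing: 4 h at 37 °C static, read 1 h later; Measured by: AK luminescence; Read-out basis: lysis from increased AK signal; Control set: Clomiphene as positive control.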
# miR122 inh: blocks miR-122 activity in Huh7 sensor cells | AID 602342 | activation (reporter increase), % at 12.5 µM | hit rate 0.3% among 340,000 | Huh7 miR-122 Renilla luciferase sensor, 48 h; neutral wells = 0, positive control = 100;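 active = mean replicate activation score at least 90 and every replicate individually at or above 90; inconclusive = only one of the two criteria met; inactive = neither criterion met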;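 note: higher luciferase means less miR-122 activity so hits act as miR-122 inhibitors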
# PGC1a acetyl inh: modulators of PGC1a acetylation. hit rate 0.17% among 350,000. inhibition, % at 15.6 µM. AID 651687. U2OS PGC1a acetylation, AlphaScreen anti-acetyl-lysine; with virally co-expressed GCN5 acetyltransferase;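 active = every replicate shows inhibition of at least 40%; inconclusive = mean inhibition at least 40% but some replicate below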;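 note: 0% = neutral control wells and 100% = positive control wells; some results beyond the cut were filed as inactive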
# GSIS activator: GLuc luminescence reporter in INS-1E cells, primary screen for activators of glucose-dependent secretion of insulin. hit rate 0.61% among 370,000. activation, % at 16.6 µM. AID 743287. INS-1E GLuc reporter insulin secretion, 2-3 h;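 active = lowest replicate activation of at least 40%, so every replicate reaches that level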;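 note: 0% = median of neutral control wells and 100% = median of IBMX positive control wells; some compounds called inactive have numbers as strong as hits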
# Statin myotox sup: suppression of simvastatin myotoxicity; AID 602340; rescue of ATP level, % at 7.49 µM; hit rate 0.78% among 330,000; C2C12 myotubes + simvastatin, ATP luminescence, 48 h; scaled: DMSO 0, geranylgeraniol control 100;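 active = mean ATP rescue above about 67%, or every replicate alone reaching that limit, limit read from the data, passing the limit was not always enough; inconclusive = no clear call, values can overlap the other calls; inactive = mean under the limit and some replicate under it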;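 note: myotubes were challenged with 10 µM simvastatin during compound exposure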
# CFTR F508del cor: correctors of CFTR F508del function in bronchial epithelial cells. CFBE cells, YFP halide quenching; stimulated with forskolin plus potentiator P3; % fluorescence drop versus neutral controls. activity (quench increase), % at 7.58 µM. hit rate 0.36% among 350,000. AID 720511;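 active = mean added fluorescence quench of at least 8% versus neutral control, with both replicates also reaching 8%; inconclusive = only one of the mean or replicate conditions met; inactive = mean below 8% and not both replicates reaching 8%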;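 note: cells transiently co-express mutant CFTR-F508del with the halide-sensitive YFP; corrector assay measuring rescue of mutant channel to the surface after 24 h compound exposure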
# * = called active by the depositor; u = inconclusive; x = no result given; [ ] = remark or other dose. The order is random. About 2.1% of those tested had a hit in this group.
SMILES,FN deposition inh,PglD inh,Cneo AK release,miR122 inh,PGC1a acetyl inh,GSIS activator,Statin myotox sup,CFTR F508del cor
COC1CCN(C(=O)c2ccc3oc(Cc4ccc(Cl)cc4)nc3c2)CC1,0,-9,-3,-3,3,-12,13,-1.7
O=C(Nc1ccc2c(c1)OCO2)c1noc2c1CCCCC2,-2,5,-1,0,-5,0,x,x
CCOc1cc(C2NC(=O)NC(O)(C(F)(F)F)C2C(=O)c2ccccc2)ccc1OC (stereo not drawn),-9,-3,-2,-8,x,x,8,x
O=C1CSC(=S)N1/N=C/c1ccc2c(c1)OCCO2,-9,4,-1,-3,-7,22,-4,-1.2
O=C(CC(=O)N/N=C\c1ccc([N+](=O)[O-])cc1)NCCc1ccccc1,-10,0,10,-2,3,-2,8,0.7
NNC(=O)C1CCCn2c1nc1sc3c(c1c2=O)CCCC3 (stereo not drawn),7,-3,1,1,22,x,-7,x
O=C(C1CCN(c2ccc(N3CCOCC3)nn2)CC1)N1CCc2ccccc2C1,x,2,1,-5,3,1,-3,-0.4
CCCn1cnc2c(c1=O)c1nc3ccccc3nc1n2CCc1ccccc1,x,x,x,-7,-9,9,-8,x
CC(C)CC(=O)N1CCN(Cc2ccccc2Br)CC1,-2,-1,2,-3,0,3,-3,0.9
COc1ccc(CNC(=O)C2CC(=O)N(c3ccc(OCC(=O)N4C(C)CCCC4C)cc3)C2)cc1 (stereo not drawn),x,12,1,2,1,x,2,x
CN1CCN(C(=O)Cn2ncc3c([nH]c4ccccc43)c2=O)CC1,-15,-4,4,3,7,x,-16,1.8
Cc1cc(C(=O)Nc2ccccc2C(=O)O)ccc1NC(=O)COc1ccccc1Cl,x,-1,-4,-9,-1,12,3,0.0
COc1cccc(NC(=O)Nc2ccc3c(c2)C(=O)N(C)[C@@H]2CC[C@H](CC(=O)NCCc4ccccc4)O[C@H]2CO3)c1,-5,-1,6,x,x,-2,-2,x
COCCOc1cc(NCc2ccccc2)c2ncn(C(C)C)c2c1,9,-2,-46,x,x,-43,2,-0.9
Cc1cc2oc(=O)cc(CN3CCC(C)CC3)c2c(C)c1Cl,0,-3,1,1,2,x,1,x
O=C(Cc1ccccc1)N[C@@H]1C=C[C@H](CC(=O)N2CCCCC2)O[C@@H]1CO,7,5,0,x,10,-1,2,-1.1
C[C@H]1CCCCO[C@@H](CN(C)C(=O)C2CCCCC2)[C@@H](C)CN([C@@H](C)CO)C(=O)c2cc(NS(=O)(=O)c3cccs3)ccc2O1,x,0,3,7[16.7 µM],0,-11,x,-0.4
Cc1oc(/N=C/c2ccccc2O)c(C#N)c1C,x,0,0,3,8,x,-10,x
C[C@@H]1CN([C@H](C)CO)C(=O)c2cc(NC(=O)CCC(F)(F)F)ccc2O[C@@H](C)CCCCO[C@H]1CN(C)C(=O)c1ccccc1,0,-2,-1,0[16.7 µM],0,-6,x,-0.5
CCCn1c(C)cc(-c2csc(N)n2)c1C,x,7,2,0,-16,x,-10,x
COC(=O)c1ccc(OCC(=O)c2ccccc2)cc1,4,-6,-5,-19,-4,x,x,x
CC1=CC(C)C(=O)N(C)C(C)=C1 (stereo not drawn),-5,3,-1,-3,-8,0,4,-3.8
COc1cccc(OC)c1OCC(O)CN1CCN(c2ccccc2)CC1 (stereo not drawn),x,1,-1,1,0,x,-7,x
O=S(=O)(Nc1nc(SCc2ccc(Cl)cc2)n[nH]1)c1ccccc1,21,-6,0,6,-9,-35,x,-0.4
Cc1ccc(NC(=O)C2C(C(=O)O)C3C=CC2C32CC2)cc1 (stereo not drawn),-6,-1,1,-10,x,x,11,x
# Other structures.
SMILES,FN deposition inh,PglD inh,Cneo AK release,miR122 inh,PGC1a acetyl inh,GSIS activator,Statin myotox sup,CFTR F508del cor
C[C@H](CO)N1C[C@H](C)[C@H](CN(C)C(=O)Nc2ccccc2F)OCc2cn(nn2)CCCC1=O,-3,x,x,-2[16.7 µM],6,11,-13,-0.4
CCC(=O)Nc1cc(-c2nn3c(C)nnc3s2)ccc1C,-7,-2,0,2,x,28,x,x
Cc1nc2scc(C)n2c(=O)c1S(=O)(=O)NCc1ccccc1Cl,9,1,6,-2,0,8,7,-2.7
Cc1ccc(S(=O)(=O)N2CCCC2C(=O)NCc2ccccc2F)cc1 (stereo not drawn),0,-11,1,5,-2,-4,11,-0.3
COC(=O)C1=C(C)NC(=O)NC1c1ccc(-c2ccc(Cl)cc2)o1 (stereo not drawn),3,x,x,x,-9,-8,x,-0.2
CSc1nc2ccc(S(=O)(=O)Nc3c(C)n(C)n(-c4ccccc4)c3=O)cc2s1,x,-1,-1,-5,4,5,14,x
O=C(Nc1cccc2nsnc12)c1ccc2c(c1)OCCO2,x,-3,3,2,-11,x,52,x
CCC(=O)N(C)C[C@H]1Oc2ncc(Br)cc2C(=O)N([C@@H](C)CO)C[C@@H]1C,1,-3,-1,3[16.7 µM],9,28,-22,-0.7
COc1ccccc1C(=O)N1C[C@@H]2[C@H](c3ccccc31)[C@H](CO)N2C(=O)C1CC1,-4,0,-1,-17[16.7 µM],-5,-3,3,-3.9
O=C(NC1CCC1)[C@H]1[C@H](CO)[C@H]2Cn3c(cccc3=O)[C@H]2N1CC1CCOCC1,-9,0,-4,-3[16.7 µM],x,8,-13,-1.3
CCC(NC(=O)c1ccccc1NC(=O)c1ccccc1)C(=O)NNC(=O)c1cccnc1 (stereo not drawn),-10,x,x,x,6,-1,x,0.0
CC1CCN(C(=O)c2[nH]cnc2C(=O)Nc2nccs2)CC1,7,5,0,1,x,19,2,0.3
COc1ccc(NS(=O)(=O)c2cc(N)ccc2N2CCOCC2)cc1,1,-1,10,u,-4,19,-2,-1.5
COc1ccc(CNC(=O)C(c2ccccc2F)N(C(=O)c2csnn2)C2CC2)cc1 (stereo not drawn),2,1,-1,3,2,-25,19,-4.1
CCOc1ccccc1NC(=O)N1CCCC1C(=O)Nc1ccc(NC(C)=O)cc1 (stereo not drawn),x,-6,0,4,-8,x,-7,x
COc1ccc(-c2cnc3c(c2)C(=O)N([C@@H](C)CO)C[C@@H](C)[C@@H](CN(C)C(=O)Cc2ccncc2)O3)cc1,x,1,2,13[16.7 µM],0,3,-8,1.2
CO[C@H]1CN(C)C(=O)c2ccc(NC(=O)Nc3c(C)noc3C)cc2OC[C@H](C)N(CCC(F)(F)F)C[C@H]1C,-2,4,21,x,19,-2,4,-0.2
COc1ccc(CC(=O)O/N=C(\N)Cc2ccc(OC)cc2)cc1,-13,7,-1,-8,9,x,10,x
CCn1cc(C(=O)N[C@H](C(=O)NCCCN2CCOCC2)C(C)C)c(=O)c2cc3c(cc21)OCO3,-5,-2,0,-5,-2,8,-21,1.3
O=C(NCc1cccnc1)c1cnc2sccn2c1=O,-11,2,0,3,3,17,-16,1.2
C[C@@H]1CN([C@H](C)CO)C(=O)c2cc(NC(=O)Nc3cccc4ccccc34)ccc2O[C@H]1CN(C)C(=O)Nc1ccc(C(F)(F)F)cc1,x,4,103*,2[16.7 µM],6,-21,13,0.0
COC(=O)c1ccc(COc2cc([N+](=O)[O-])cc3cccnc23)o1,-8,x,x,x,2,1,x,1.3
O=C(C[C@@H]1CC[C@H]2[C@@H](COC[C@H](O)CN2Cc2nccs2)O1)NCc1ccccc1,-1,-1,-4,16[16.7 µM],-2,-2,17,-3.0
COC(=O)CN1C(=O)COc2ccc(S(=O)(=O)NCc3ccc(F)cc3)cc21,-4,0,1,20,-2,-1,1,-1.1
CCCNC(=O)Nc1ccc2c(c1)C(=O)N(C)C[C@H](OC)[C@@H](C)CN(C(=O)C1CC1)[C@@H](C)CO2,2,0,-4,x,1,-11,-2,-1.1
# (listing goes on)
SMILES,FN deposition inh,PglD inh,Cneo AK release,miR122 inh,PGC1a acetyl inh,GSIS activator,Statin myotox sup,CFTR F508del cor
COc1cccc(CN2CCNC(=O)C2CC(=O)N(C)C2CCCCC2)c1OC (stereo not drawn),-2,-5,0,-8,x,8,4,0.5
Cc1ccc(S(=O)(=O)N2CCCCC2)cc1NC(=O)CN1C(=O)CN(C)C1=O,x,x,x,-1,9,-2,2,3.5
CCN(CC)C(=O)C(=O)c1cn(CCOc2ccccc2)c2ccccc12,-4,-5,-2,12,-4,-10,10,-0.4
CCOC(=O)N1CCc2[nH]c3ccc(C)cc3c2C1,-15,-1,-2,x,x,x,x,1.0
Cc1cccc(NC(=O)c2cnn(-c3ccc(F)cc3)c2C2CCNCC2)c1C,3,0,-1,-4,4,1,3,-2.2
CCN(CC)CCNCc1ccc(Br)cc1OCC(=O)NCc1ccccc1,-2,-3,-2,2,1,62*,15,-0.3
C[C@H]1CN([C@@H](C)CO)C(=O)c2cc(NC(=O)Cn3cnnn3)ccc2O[C@H]1CN(C)Cc1ccccc1,x,-2,0,-2[16.7 µM],x,14,12,-0.6
C[C@H](CO)N1C[C@H](C)[C@H](CN(C)CC2CCCCC2)Oc2ccc(NS(=O)(=O)c3cn(C)cn3)cc2C1=O,-3,-4,-7,0[16.7 µM],2,-5,16,-0.1
CCc1ccc(/C=C2/Sc3ccccc3N(CC(=O)NCC3CCCO3)C2=O)cc1 (stereo not drawn),19,3,3,8,-25,-12,3,3.5
CC1Oc2ccccc2OC1C(=O)Nc1nccs1 (stereo not drawn),1,1,1,17,-3,3,x,-3.9
Cc1cc(C(=O)OC(C)C(=O)Nc2nc(-c3ccccc3)cs2)c(C)o1 (stereo not drawn),x,3,1,1,-9,-2,-42,2.9
O=C(O)CC(CC(=O)Nc1ccc(N2CCOCC2)cc1)c1ccccc1 (stereo not drawn),-3,2,1,-2,8,x,-15,0.0
O=C(NCC(=O)N1CCCCCCC1)c1ccc(Cl)cc1,6,-1,1,4,7,-1,-9,-1.0
COc1cccc(OC)c1OCCCCCCN1CCN(C)CC1,-6,4,3,6,-12,7,6,-1.2
Cc1nnc2ccc(-c3cccc(NS(=O)(=O)c4ccccc4[N+](=O)[O-])c3)nn12,-3,5,2,-8,-11,4,-41,1.0
Cc1cc(C(F)F)n2ncc(C(=O)N3CCc4ccccc4C3)c2n1,x,-1,0,-2,39,2,x,x
Cc1ccc(C(=O)Nc2cccnc2Cl)cc1Cl,-5,4,-1,9,-31,13,-3,-1.5
Cc1ccc(Nc2cc(C)nc3ncnn23)c(Cl)c1,-2,1,-1,x,x,9,12,-4.8
O=C(c1cccc2ccccc12)N1CCN=C1SCc1ccc([N+](=O)[O-])cc1,-13,-2,0,3,0,1,x,x
CN(Cc1ccccc1F)c1cc2c(c3c1ccn3C)C1CCC2C1 (stereo not drawn),-1,-4,0,6,-2,x,-8,-1.4
O=C(COc1ccc(Cl)cc1)Nc1ccc(NC(=O)c2ccco2)cc1,7,x,x,-2,1,7,1,1.7

# Individual results from the entries so far.
# Under miR122 inh, CN(Cc1ccccc1F)c1cc2c(c3c1ccn3C)C1CCC2C1 (stereo not drawn) shows 6
# Under Cneo AK release, Cc1nnc2ccc(-c3cccc(NS(=O)(=O)c4ccccc4[N+](=O)[O-])c3)nn12 shows 2
# Under PglD inh, CCN(CC)C(=O)C(=O)c1cn(CCOc2ccccc2)c2ccccc12 shows -5
